EPAC1 ag – qHTS for Agonist of cAMP-regulated guanine nucleotide exchange factor 3 (EPAC1): primary screen; AID 720707, 2013; Potency, µM (doses to about 154 µM), for inactives: at the top dose activation, usual class: activators; hit rate 0.073% among 360,000; Rap guanine nucleotide exchange factor 3 (Homo sapiens), O95398; EPAC1 agonist qHTS, biochemical assay; response scale: 100% = response to 6.5 mM cAMP; also: potency is read from the fitted curve at half-maximal effect; nearly all actives have a fitted effect of over 60% in size
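Normalized to 6.5 mM cAMP, activity reflects EPAC1-catalysed release of BODIPY-GDP from Rap1B, followed kinetically over 30 min at 480 nm excitation, 540 nm emission. Reaction contained 100 nM EPAC1, 250 nM Rap1B-BODIPY-GDP, 50 uM GDP.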
PLK1 PBD block – qHTS for Inhibitors of PLK1-PDB (polo-like kinase 1 - polo-box domain): Primary Screen | hit rate 2.8% among 360,000 | Plk1 PBD binding of FITC phosphopeptide, fluorescence polarization | Potency, µM, inactives show max response, negative = inhibition, usual class: inhibitors | Serine/threonine-protein kinase PLK1 (Homo sapiens), P53350; also: potency is read from the fitted curve at half-maximal effect; series mostly up to about 57 µM; % is scaled to controls: 0 for no effect and ±100 for the full control effect; nearly all actives have a fitted effect of over 65% in size
IL2 activator – qHTS of IL-2 Activators; IL-2 activation reporter assay, cell-based qHTS; stimulated with anti-CD3/CD4/CD28 beads; in transgenic mouse T cells; activation, % (series mostly up to about 46 µM); hit rate 0.065% among 360,000; AID 652025, 2013; in the data active = activation above about 50%; inconclusive = mostly about 30% to 49%; also: 0% is about no effect
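EGFP and DsRed fluorescence is measured by plate cytometry in unstimulated transgenic mouse T cells exposed to compound for 60 minutes, then stimulated 18 hours at 37 degrees C with anti-CD3/anti-CD4 beads plus anti-CD28.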
EPAC1 antag – qHTS for Antagonist of cAMP-regulated guanine nucleotide exchange factor 3 (EPAC1): primary screen. Potency, µM (highest dose often 115 µM), without a hit: top-dose activity change, negative = inhibition, most hits filed as inhibitors. hit rate 0.14% among 360,000. EPAC1 GEF assay, Rap1b-BODIPY-GDP exchange fluorescence;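 also: potency is read from the fitted curve at half-maximal effect; plate controls were vehicle for no effect and positive control for full effect; nearly all actives have a fitted effect of over 50% in size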
WRN inhibitor – qHTS for Inhibitors of WRN Helicase. Bifunctional 3'-5' exonuclease/ATP-dependent helicase WRN (Homo sapiens), Q14191. hit rate 0.46% among 360,000. WRN helicase unwinding, fluorescent forked duplex, kinetic. Potency, µM (highest dose often 114 µM), for the others: at the top dose activity change, negative = inhibition, hits mostly inhibitors; also: potency is read from the fitted curve at half-maximal effect; % is scaled to controls: 0 for no effect and ±100 for the full control effect; nearly all actives have a fitted effect of over 55% in size
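WRN at 20 nM final was preincubated with compound for 15 min at room temperature; reaction started with 100 nM forked duplex oligonucleotide carrying fluorophore and quencher plus 2 mM ATP (final). Unwinding followed kinetically by red fluorescence (ex 525/em 598 nm).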
PI5P4Ka inh – qHTS for Inhibitors of phosphatidylinositol 5-phosphate 4-kinase (PI5P4K); Phosphatidylinositol 5-phosphate 4-kinase type-2 alpha (Homo sapiens), P48426; PI5P4Kalpha enzyme, ADP-Glo luminescence, 60 min; active compounds read low; max response, %; hit rate 1.2% among 330,000; active = max response of -50% or lower; inconclusive = between -30% and -50%; inactive = -30% or higher; also: value at the top dose of about 77 µM; % is scaled to controls: 0 for no effect and ±100 for the full control effect
Target sequence (P48426 whole entry, looked up): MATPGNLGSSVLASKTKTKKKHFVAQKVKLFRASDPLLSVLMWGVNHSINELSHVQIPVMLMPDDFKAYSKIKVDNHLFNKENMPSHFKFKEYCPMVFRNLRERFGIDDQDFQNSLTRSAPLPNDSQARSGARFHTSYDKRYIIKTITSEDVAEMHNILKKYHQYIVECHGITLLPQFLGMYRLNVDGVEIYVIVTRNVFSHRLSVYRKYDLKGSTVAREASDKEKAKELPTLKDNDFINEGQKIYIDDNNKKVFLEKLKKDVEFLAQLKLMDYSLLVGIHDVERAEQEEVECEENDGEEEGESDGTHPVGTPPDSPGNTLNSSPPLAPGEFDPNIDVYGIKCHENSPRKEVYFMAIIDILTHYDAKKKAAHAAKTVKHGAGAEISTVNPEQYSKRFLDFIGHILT
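qHTS, 1536-well: enzyme/substrate mix, compound by pin tool, 5 microM ATP final; RT 60 min; ADP-Glo reagents 1 (45 min) then 2 (30 min); luminescence.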
Abeta rescue – qHTS for compounds that reverse cellular toxicity of Amyloid beta (A-beta) peptide in yeast: Primary Screen. AID 1347071, 2019. Potency, µM (titrated, usually from 46.1 µM), without a hit: top-dose growth rescue, most hits filed as activators. yeast expressing A-beta42, growth rescue, OD600, 48 h; response scale: 0% DMSO, 100% iron-clioquinol control. hit rate 0.063% among 410,000; also: potency is read from the fitted curve at half-maximal effect; nearly all actives have a fitted effect of over 55% in size
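Growth rescue measured by 600 nm absorbance after 48 h yeast culture at 30 C with compound. Values normalized between DMSO and an equimolar ferric chloride plus clioquinol control.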
FUS suppressor – qHTS for Suppressors of FUS Proteinopathy: Primary screen using FUS-linked yeast assay. S. cerevisiae FUS-expressing, growth rescue, OD600, 24 h. AID 1347120, 2019. Potency, µM (highest dose often 76.6 µM), without a hit: top-dose growth rescue (activation), hits mostly activators. hit rate 0.24% among 390,000;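 also: potency is read from the fitted curve at half-maximal effect; plate controls were DMSO vehicle for no effect and reference control for full effect; nearly all actives have a fitted effect of over 55% in size; some results filed as inactive show a strong effect at the top dose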
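Steps: raffinose overnight preculture; dilution to OD 0.005 in 2% galactose minimal medium; compound addition (concentration series); 24hr at 30C, 99% humidity; absorbance read at 600 nm.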
* hit, by the source's call; ? = inconclusive; · = no result given; [ ] = remark or other dose. Unless noted, calls follow the shape of the dose curve; as a rule, active = well fitted curve in the direction sought with a large enough effect; inconclusive = small, poorly fitted or top-dose-only effect, or another doubt; inactive = no such curve, though single readings can be large; an effect the other way counts as inactive or inconclusive.

SMILES	EPAC1 ag	PLK1 PBD block	IL2 activator	EPAC1 antag	WRN inhibitor	PI5P4Ka inh	Abeta rescue	FUS suppressor
N#C/C(=C\c1ccncc1)c1nc2ccccc2c(=O)[nH]1	5%	-3%	0.5	-24%	?	0	-10%	23%
OC(CCN1CCC2CCC(C2)C1)c1ccc(Br)cc1 (stereo unspecified)	-4%	-12%	0.1	-14%	-10%	9	10%	12%
Cc1ccc(S(=O)(=O)N2CCCCC2)cc1NC(=O)c1ccc(Br)o1	9%	-16%	-0.3	2%	0%	-6	-8%	11%
CC(NC(=O)C(Cc1ccccc1)n1cccc1)c1ccccc1 (stereo unspecified)	-1%	12%	-1.5	2%	-2%	-5	10%	-17%
CN(C)c1ccc(/C=C2\Oc3ccc(C#Cc4cccc(N)c4)cc3C2=O)cc1	7%	46%[activator]	3.8	-10%	-17%	-9	0%	20%
O=C(NCC(O)c1ccccc1)c1ccccc1 (stereo unspecified)	0%	2%	-2.1	-9%	0%	1	17%	5%
Nc1[nH]c(=S)nc2nc(-c3ccccc3)c(-c3ccccc3)nc12	1%	21µM*	0.8	-21%	-29%	?	-12%	17%
O=C(O)CSc1cccc2cccc(C(=O)O)c12	0%	-5%	-0.3	-8%	0%	-1	7%	-6%
CCc1cccc(C)c1NC(=O)CN(C)Cc1ccccc1F	-8%	-7%	-0.5	-21%	-8%	12	?	·
COc1cc(/C=C2/SC(=O)N(CC(=O)N3CCCC3)C2=O)ccc1Oc1ccc([N+](=O)[O-])cn1	-3%	-11%	1.6	-17%	10%	-9	5%	12%
Cc1cccc(-n2c(C)cc(/C=C3\NC(=O)NC3=O)c2C)c1	-4%	0%	-3.2	18%	3%	-6	-9%	41%
COc1cc(CNC(=O)C2CC2)ccc1OCc1ccccc1	-1%	-6%	2.2	-13%	-21%	0	-17%	5%
Cc1ccc2sc3ccc(NC(=O)c4ccccc4Cl)cc3c(=O)c2c1	23%	-4%	0.6	?	1%	·	0%	23%
Cc1nc(N(C)C)c2sc(=S)n(-c3ccccc3)c2n1	-7%	27µM*	0.5	-1%	8%	-1	-28%	-31%
CC(C)C(=O)Nc1ccc(C(=O)CN2C(=O)NC3(CCOc4ccccc43)C2=O)cc1 (stereo unspecified)	3%	-5%	0.3	2%	1%	-5	12%	18%

Molecules from the list above that contain an aryl methoxy group (2):
SMILES	EPAC1 ag	PLK1 PBD block	IL2 activator	EPAC1 antag	WRN inhibitor	PI5P4Ka inh	Abeta rescue	FUS suppressor
COc1cc(/C=C2/SC(=O)N(CC(=O)N3CCCC3)C2=O)ccc1Oc1ccc([N+](=O)[O-])cn1	-3%	-11%	1.6	-17%	10%	-9	5%	12%
COc1cc(CNC(=O)C2CC2)ccc1OCc1ccccc1	-1%	-6%	2.2	-13%	-21%	0	-17%	5%

No new results follow: an excerpt of the list.
SMILES	EPAC1 ag	PLK1 PBD block	IL2 activator	EPAC1 antag	WRN inhibitor	PI5P4Ka inh	Abeta rescue	FUS suppressor
O=C(O)CSc1cccc2cccc(C(=O)O)c12	0%	-5%	-0.3	-8%	0%	-1	7%	-6%
CCc1cccc(C)c1NC(=O)CN(C)Cc1ccccc1F	-8%	-7%	-0.5	-21%	-8%	12	?	·

Next entries follow.
SMILES	EPAC1 ag	PLK1 PBD block	IL2 activator	EPAC1 antag	WRN inhibitor	PI5P4Ka inh	Abeta rescue	FUS suppressor
Cc1ccc(-n2ncc(Cl)c2C(=O)NCc2ccccc2)cc1	-10%	5%	-2.9	-19%	-8%	17	8%	-15%
COc1cccc(-c2nc(CS(=O)(=O)CC(=O)NCCCN3CCOCC3)c(C)o2)c1	7%	3%	-0.9	2%	1%	3	10%	-8%
CCCN1CCc2c(sc(NC(=O)c3ccc(S(=O)(=O)N4CCN(C(=O)OCC)CC4)cc3)c2C(N)=O)C1	?	11%	5.2	31%[activator]	-2%	-7	-14%	?
C[C@@H](C(=O)NCCc1c[nH]c2ccccc12)[C@@H]1C[C@@]1(C)[C@@H](NC(=O)OCc1ccccc1)c1ccccc1	5%	-15%	-0.4	-27%	0%	4	-1%	?
CNC(=S)N(Cc1ccc(OC)cc1)C1CC(=O)N(c2ccc(OC)cc2)C1=O (stereo unspecified)	1%	-12%	0.6	-13%	-18%	2	17%	4%
Cc1ccc(CNC(=O)CSc2ncn[nH]2)cc1	1%	1%	0.9	9%	6%	-1	6%	-2%
O=C1ON=C(c2ccc([N+](=O)[O-])cc2)/C1=C/c1ccccc1O	4%	1.7µM*	-0.6	-8%	?	?	-26%	21%
O=C(NNC(=S)Nc1ccccc1Cl)c1ccccc1Cl	5%	-7%	-3.1	0%	-14%	-1	7%	·
CCOC(=O)C1C(=O)NC(c2ccccc2)=NC1c1ccc(F)cc1 (stereo unspecified)	2%	?	-1.3	-4%	-1%	5	19%	-3%

Individual results from the results shown.
PLK1 PBD block result of Cc1ccc(-n2ncc(Cl)c2C(=O)NCc2ccccc2)cc1 stands at 5%
Abeta rescue result of Cc1ccc(CNC(=O)CSc2ncn[nH]2)cc1 stands at 6%
Abeta rescue result of O=C(NNC(=S)Nc1ccccc1Cl)c1ccccc1Cl stands at 7%

High-throughput results: PubChem, National Center for Advancing Translational Sciences (NCATS)
